TTR transcr act: activators of transthyretin transcription; actives 1.3% (n = 92,000); activation, % at 16.7 µM; AID 1117267; SH-SY5Y TTR promoter Gaussia luciferase, luminescence; 100% = recombinant luciferase protein wells;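 active = activation above the mean of all tested compounds plus 3 SD, cut at about 9.5% in these data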;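 note: cells exposed to compounds for one day before reading; 0% = median of all test compound wells on the plate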
Active calls of the source: *.

SMILES | TTR transcr act
CC(=O)OC(C(=O)N1CCN(c2ccccc2F)CC1)c1ccccc1 (stereo not drawn) | 5.9
O=C(O)CCSc1nnc(-c2ccc3c(c2)OCO3)o1 | 2.4
Cn1c(NC(=O)/C=C/c2ccco2)cc(=O)n(C)c1=O | 1.2
CCOC(=O)C1CCN(C(=O)c2cn(C)c(=O)c3cc(OC)c(OC)cc23)CC1 | 4.0
COc1ccccc1/C=N/NC(=O)C(=O)N1CCN(c2ccccc2OC)CC1 | 0.4
O=C(Cc1cccc2ccccc12)N1CC[C@@]2(O)CCCC[C@H]2C1 | 3.3
CC(=O)Nc1cccc(OCCOc2cccc([N+](=O)[O-])c2)c1 | -1.4
Cc1ccc(NC2=Nc3ccccc3CS2)cc1 | 1.9
O=C(CSc1ncccn1)N/N=C/c1cccc([N+](=O)[O-])c1 | -1.1
Cc1oc(C(C)(C)C)cc1C(=O)NC1CCN(Cc2ccccc2)CC1 | -1.1
CC(C)(C)OC(=O)C[C@H]1C/C=C\C[C@H](CC(=O)NCCO)C(=O)N2CCC[C@@H]2COC1=O | 7.7
COc1ccc(N=Cc2c(O)c3ccccc3oc2=O)cc1 | 5.6
O=C(CSc1nc2ccc(NC(=O)CSc3nnnn3-c3ccccc3)cc2s1)Nc1ccccc1 | 1.8
O=C(COC(=O)c1ccc[nH]c1=O)NC1CCCc2ccccc21 (stereo not drawn) | -1.0
CCOC(=O)c1c(-n2cnnn2)sc2c1CCCC2 | 1.3
C[C@@H]1CN([C@@H](C)CO)C(=O)CCCn2cc(nn2)CO[C@H]1CN(C)S(=O)(=O)c1cccc(C#N)c1 | -1.5
CCN(CC)c1ccc(CN2CCCCCC2)cc1 | 2.0
COc1ccccc1/C=C(/CC(=O)NCc1ccc(F)cc1)c1nc2ccccc2s1 | -0.9
O=S(=O)(Nc1ccc2ccccc2n1)c1ccccc1Cl | -1.7
Cc1cn([C@H]2C[C@H](O)[C@@H](CNCc3cccn3-c3nccs3)O2)c(=O)[nH]c1=O | 2.0
COc1cccc(C2CC(C(F)(F)F)n3ncc(C(=O)NC(C)(C)C)c3N2)c1 (stereo not drawn) | 1.1
CC(Sc1nnc(C(F)(F)F)n1C)C(=O)NC(N)=O (stereo not drawn) | -0.3
O=C(NN1C(=O)c2ccccc2NC1c1ccccn1)c1ccccc1 (stereo not drawn) | 6.2
O=C(NCC(c1ccco1)N1CCCC1)c1cccc(S(=O)(=O)Nc2ccc(Br)cc2)c1 (stereo not drawn) | -1.1
O=C(CSc1n[nH]c(=O)n1-c1ccccc1)Nc1ccccc1 | 1.7

14 entries from above, sorted by molar mass, high to low.
SMILES | TTR transcr act
O=C(CSc1nc2ccc(NC(=O)CSc3nnnn3-c3ccccc3)cc2s1)Nc1ccccc1 | 1.8
O=C(NCC(c1ccco1)N1CCCC1)c1cccc(S(=O)(=O)Nc2ccc(Br)cc2)c1 (stereo not drawn) | -1.1
C[C@@H]1CN([C@@H](C)CO)C(=O)CCCn2cc(nn2)CO[C@H]1CN(C)S(=O)(=O)c1cccc(C#N)c1 | -1.5
CC(C)(C)OC(=O)C[C@H]1C/C=C\C[C@H](CC(=O)NCCO)C(=O)N2CCC[C@@H]2COC1=O | 7.7
Cc1cn([C@H]2C[C@H](O)[C@@H](CNCc3cccn3-c3nccs3)O2)c(=O)[nH]c1=O | 2.0
CCOC(=O)C1CCN(C(=O)c2cn(C)c(=O)c3cc(OC)c(OC)cc23)CC1 | 4.0
Cc1oc(C(C)(C)C)cc1C(=O)NC1CCN(Cc2ccccc2)CC1 | -1.1
O=C(CSc1n[nH]c(=O)n1-c1ccccc1)Nc1ccccc1 | 1.7
O=C(CSc1ncccn1)N/N=C/c1cccc([N+](=O)[O-])c1 | -1.1
CC(=O)Nc1cccc(OCCOc2cccc([N+](=O)[O-])c2)c1 | -1.4
COc1ccc(N=Cc2c(O)c3ccccc3oc2=O)cc1 | 5.6
Cn1c(NC(=O)/C=C/c2ccco2)cc(=O)n(C)c1=O | 1.2
CCN(CC)c1ccc(CN2CCCCCC2)cc1 | 2.0
Cc1ccc(NC2=Nc3ccccc3CS2)cc1 | 1.9

Continued.
SMILES | TTR transcr act
COc1ccc(S(=O)(=O)Nc2cccc(SC)c2)cc1OC | -2.1
O=C(NC1CC1)C1=C[C@H](c2ccc3c(c2)OCO3)C[C@H](OCc2ccc(CO)cc2)O1 | 3.7
Cc1cc(SCC(=O)c2cccs2)nc2c(C)cccc12 | -1.0
CCN(CC)C(=O)C1CC(=O)N(c2ccc(F)c(Cl)c2)C1 (stereo not drawn) | 0.8
Cc1ccc(C(=Cc2ccc([N+](=O)[O-])cc2)C(=O)O)cc1 | -0.1
CN(CC(=O)Nc1cccnc1Cl)S(=O)(=O)c1ccc(Cl)cc1 | 1.9
CC1(C)CC(NC(=O)c2ccccn2)CC(C)(C)N1O | 1.3
N#Cc1c(-c2ccccc2)nc(SCC(=O)N(c2ccccc2)c2ccccc2)[nH]c1=O | -0.3
C[C@H](CO)N1C[C@H](C)[C@@H](CN(C)S(=O)(=O)c2cn(C)cn2)Oc2ccc(NC(=O)Cc3ccccc3)cc2C1=O | -0.9
CS(=O)(=O)Nc1cccc(C2=NN(S(=O)(=O)c3ccccc3)C(c3ccco3)C2)c1 (stereo not drawn) | 1.5
COc1ccc2nc(NC(=O)C3COc4ccccc4O3)sc2c1 (stereo not drawn) | -0.4
COCCn1c(C)cc(C(=O)COC(=O)C23CC4CC(CC(O)(C4)C2)C3)c1C | -1.2
COC(=O)[C@]12CCCCC=C1N(Cc1ccc(OC)cc1)C(=O)[C@@H]2CC(=O)NCCC(C)C | -1.0
CCCCNC(=O)C1C(c2ccc(C(F)(F)F)cc2)=Nc2ccccc2N1C(=O)c1cccc(C(F)(F)F)c1 (stereo not drawn) | 1.6
O=C(Nc1nc(-c2ccc(S(=O)(=O)N3CCCC3)cc2)cs1)c1cccs1 | -9.9
CCOCCCNC(=O)c1ccc(Cn2c(=O)[nH]c3ccsc3c2=O)cc1 | 0.1
COc1ccc(C(=O)N/N=C/c2ccc(OC(=O)c3cccs3)cc2)cc1 | 0.4
Cc1ccc(C(=O)/C=C\C(=O)c2ccc(C)cc2)cc1 | -6.1
O=S(=O)(c1ccc(NC(=S)N/N=C/c2ccc(Oc3ccccc3)cc2)cc1)N1CCOCC1 | 5.5
COc1ccc(Nc2nc(N)c([N+](=O)[O-])c(N3CCN(C)CC3)n2)cc1 | 0.8
CCN(CC(=O)NCc1ccc(F)cc1)C(=O)C1CCN(C(=O)Nc2ccccc2)CC1 | 3.2
COc1ccc2c(c1)sc(=N)n2CC(=O)Nc1cc(C)cc(C)c1 | 0.8
CC(=O)Nc1cccc(OCC(=O)/C=C2\N(C)c3ccccc3C2(C)C)c1 | -2.5
Cc1ccc2c(c1)N(Cc1ccncc1)C(=O)C(C)O2 (stereo not drawn) | 7.3
COc1cc(CN2CCNC(=O)C2CC(=O)N(C)CCCN2CCOCC2)cc(OC)c1 (stereo not drawn) | 1.4
Going on with the list:
SMILES | TTR transcr act
CCCNC(=O)c1cc(C2CCCN(C(=O)c3ccc4c(c3)CCO4)C2)on1 (stereo not drawn) | -0.4
CCCN1C(=O)c2ccccc2NC1c1ccc(C)cc1 (stereo not drawn) | 2.0
C=C(C)COc1cc2oc(=O)c(CC(=O)N3C[C@H]4C[C@@H](C3)c3cccc(=O)n3C4)c(C)c2cc1Cl | -1.1
OCCN1CCN(c2nc(N3CCCCC3)nc(N3CCCCC3)n2)CC1 | 0.2
CCOC(=O)N1CCC(N(CCN(C)C)C(=S)Nc2ccc(OCC)cc2)CC1 | 0.9
COc1cc(CNC2CCCCCCC2)cc(Cl)c1OC | 3.1
COc1ccc(-c2nnnn2C(C)C)cc1 | -0.7
O=C(COC(=O)c1ccc(Cl)nc1)NC1CCCc2ccccc21 (stereo not drawn) | -1.5
CCCCn1c(N)c(N(Cc2ccccc2OC)C(=O)C2=COCCO2)c(=O)[nH]c1=O | 0.2
Cc1ccc(-n2c(CNc3ccc(F)cc3)nnc2SCC(=O)NCc2ccco2)cc1 | 4.3
Cc1cc(C)c(NC(=O)COC(=O)c2ccncc2)c(C)c1 | 0.3
O=C1NC(=O)c2cc(NC(=O)C3CCCCC3)ccc21 | -0.9
Cc1ccccc1OCCCCn1c(CO)nc2ccccc21 | -2.9
CN1CCN(C(=O)CCN2C(=O)S/C(=C/c3ccc(Cl)cc3)C2=O)CC1 | 6.4
O=C(O)CSCC(=O)NCc1ccc(Cl)cc1 | 0.0
Cc1nonc1C1CCCN1C(=O)c1cc(COc2ccc(F)cc2F)on1 (stereo not drawn) | -0.1
Cc1cc(NC(=O)c2ccccc2)nc2c1c(=O)oc1ccccc12 | -2.2
C#CCOCCOCCOCCNc1nc(N2CCOCC2)nc(N2CCN(C(=O)[C@H](Cc3ccc(O)cc3)n3cc(CCO)nn3)CC2)n1 | -0.2
Cc1ccc(C(C(=O)NCc2ccc(F)cc2)N(C(=O)c2csnn2)C2CC2)o1 (stereo not drawn) | 2.2
CN1CCC(N[C@@H](Cc2c[nH]c3ccccc23)C(=O)NCC(c2ccccc2)c2ccccc2)(C(=O)NC2CCCCC2)CC1 | -5.0
Cc1ccc(-c2nnc(Nc3ccc(C(=O)N(C)C)cc3)c3ccccc23)cc1S(=O)(=O)NC(C)(C)CO | 2.2
O=C(Nc1ccc(-c2nc3cc(Cl)ccc3c(=O)o2)cc1)c1ccco1 | -2.1
O=C(CSc1nnc(CNC(=O)C23CC4CC(CC(C4)C2)C3)n1-c1ccc(F)cc1)Nc1ccc(F)cc1 | -0.5
Cc1ccc2sc(-c3ccc(NC(=O)/C=C\C(=O)O)cc3)nc2c1 | 0.6
C=CCn1cc(C(=O)N2CCN(c3ccccc3)CC2)c(=O)c2cc(S(=O)(=O)N3CCCC3)ccc21 | 0.9
More records.
SMILES | TTR transcr act
CN1Cc2c(N3CCOCC3)nc3sc(C#N)c(N)c3c2CC1(C)C | 1.7
COCCNC(=O)C(OC(=O)c1ccco1)c1ccccc1Cl (stereo not drawn) | -0.7
Cc1c(N)cc(C(=O)N2CCOCC2)cc1[N+](=O)[O-] | 1.9
O=C(NCC1CCCO1)c1ccc2nc(N3CCCCC3)sc2c1 (stereo not drawn) | -1.0
COc1cc(NC(=O)CN2C(=O)NC(C)(CC(C)C)C2=O)cc(OC)c1 (stereo not drawn) | 0.9
O=C(CSc1nnc(-c2ccco2)n1CC1CCCO1)N1CCCCC1 (stereo not drawn) | -1.4
Cc1c(NC(=O)c2noc3c2CCc2ccccc2-3)c(=O)n(-c2ccccc2)n1C | -1.2
Cc1cccc(N(NC(=O)C(C)(C)O)C(=O)c2ccccc2)c1 | -0.2
COc1ccc(CC2CCN(c3ncnc4sccc34)CC2)cc1 | -3.7
CCOc1ccc(C(C)=O)cc1COC(=O)c1ccc2c(c1)NC(=O)CS2 | -2.6
Oc1c(Cl)cc(Cl)cc1C=Nc1ccc(N2CCOCC2)cc1 | -0.7
CSCCNC(=O)c1cccc(Cl)c1 | -0.4
CCCN1CNc2c(c(=O)[nH]c(=S)n2CCc2c(Cl)cccc2Cl)C1 | -0.4
CCCn1nnnc1NC(=O)COc1ccc(Br)cc1 | -2.4
Cc1cccn2c(=O)c3cc(C(=O)NC4CCCC4)n(C)c3nc12 | -3.7
O=C(COC(=O)c1cnccn1)NCc1ccccc1 | 2.5
COc1ccc(N(CC(=O)NCc2ccco2)S(=O)(=O)c2ccccc2)cc1 | 3.6
CCCCNC(=O)c1cccc(C(=O)NCCCC)c1 | -0.3
COc1ccc(NC(=O)Nc2ccc3c(c2)C(=O)N([C@H](C)CO)C[C@H](C)[C@@H](CN(C)Cc2ccc(Cl)c(Cl)c2)OCCCC[C@@H](C)O3)cc1 | -1.4
Cc1cc2c3c(c1C)C1(C(=O)N3C(C)(C)CC2C)C(C#N)=C(N)OC2=C1C(=O)CC(C)(C)C2 (stereo not drawn) | 0.9
Cc1ccc(OC(=O)c2cccnc2)cc1 | 0.1
CCOC(=O)CSc1nnc(NC(=O)C2CC(=O)N(c3ccc(F)cc3)C2)s1 (stereo not drawn) | -1.3
Cc1cccc(C)c1NC(=O)CN(C)C(=O)c1cccc(S(=O)(=O)N2CCN(c3ccccc3)CC2)c1 | -0.1
CC(C)Oc1cccc(C(=O)NC(=S)Nc2cccc(NC(=O)c3ccccc3Cl)c2)c1 | -2.5
Cc1cc(C)c(OCCCn2ccnc2)c(C)c1 | 0.7

Taken from above.
In TTR transcr act, `CCCCNC(=O)c1cccc(C(=O)NCCCC)c1` shows -0.3
In TTR transcr act, `COc1ccc(NC(=O)Nc2ccc3c(c2)C(=O)N([C@H](C)CO)C[C@H](C)[C@@H](CN(C)Cc2ccc(Cl)c(Cl)c2)OCCCC[C@@H](C)O3)cc1` shows -1.4

The results go on:
SMILES | TTR transcr act
O=C1CSC(c2ccccn2)N1c1ccc2ccccc2c1 (stereo not drawn) | 1.3
O=C(CN1CCOCC1)Nc1ccc(N2CCN(c3ccccc3)CC2)c(F)c1 | 2.1
CN(Cc1ccccc1)c1nc(-c2ccc([N+](=O)[O-])cc2)nc2ccccc12 | -2.5
COc1cc(/C=N/NC(=O)c2sc3nc(C)cc(C)c3c2N)ccc1O | -2.5
COc1cc2c3c(c1)C(C)=CC(C)(C)N3C(=O)C2=O | 2.4
O=C(NC1CCCCNC1=O)c1ccccc1 (stereo not drawn) | 0.0
O=C(c1ccc2c(c1)OCO2)N1CCCC(c2ccccc2)C1 (stereo not drawn) | -1.1
CCC[C@H]1[C@@H](NC(=O)NCC)CC[C@@]23CCCN2C(=O)CCC[C@@H]13 | 0.8
Cc1onc(-c2c(Cl)cccc2Cl)c1C(=O)ONC(=O)c1ccccc1 | -0.4
CN1CCc2c(OCc3ccc(F)cc3)cccc2C1=O | -0.2
CCOP(=O)(/C(C#N)=C(/O)c1ccccc1)c1ccccc1 (stereo not drawn) | 3.6
CCc1cccc(C)c1N1C(=O)CC(C)(C)CC1=O | 2.7
O=C(Cc1ccc(S(=O)(=O)N2CCOCC2)s1)NCCC(c1ccccc1)c1ccccc1 | 0.1
CN(C(=O)COc1ccccc1C(=O)NCCOc1ccccc1)c1ccccc1 | -4.4
O=C(NC1CCCc2c1cnn2-c1ccc(F)cc1F)c1ccccc1 (stereo not drawn) | -2.2
CC1CCN(c2c(NCc3ccc(C(=O)NCC4COc5ccccc5O4)cc3)c(=O)c2=O)CC1 (stereo not drawn) | -0.6
O=C(c1ccco1)n1nc(NCc2ccccc2)nc1NCc1ccccc1 | 3.0

From PubChem BioAssay

Only part of the results is shown; rates above refer to the full screens.
